MPTP block = mitochondrial permeability transition pore inhibitors, primary screen, biochemical, isolated mouse mitochondria, absorbance; Ca2+ swelling absorbance, 30 min; inhibition, % at 10 µM; AID 602449, 2012; 360,000 tested, 1.4% active;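 active means inhibition of 50% or more, scaled per plate between neutral and stimulator controls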;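 further: 0% = DMSO wells given calcium and 100% = 1 mM EGTA wells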
GRIN3A LBD mod = binders of NR3A ligand-binding domain, primary screen, biophysical, differential scanning fluorimetry, uHTS. NR3A LBD differential scanning fluorimetry, Tm shift; 0% = protein alone, 100% = glycine-bound protein. Glutamate receptor ionotropic, NMDA 3A (GRIN3A) ligand-binding domain. Tm shift relative to glycine control, % at 25 µM. 340,000 tested, 2.5% active;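 active means melting temperature shift of at least 10% of the positive control shift, at one fixed dose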
SENP8 block = human SENP8 protease inhibitors, primary screen, biochemical, fluorescence, Nedd8 protein substrate, uHTS; 360,000 tested, 0.64% active; inhibition, % at 20 µM; recombinant SENP8; AID 602440, 2012; Sentrin-specific protease 8 (Homo sapiens), Q96LD8; in the data active means inhibition mostly above about 40%, no sharp cut-off; inactive means mostly below about 27%
Target sequence (Q96LD8 whole entry, looked up): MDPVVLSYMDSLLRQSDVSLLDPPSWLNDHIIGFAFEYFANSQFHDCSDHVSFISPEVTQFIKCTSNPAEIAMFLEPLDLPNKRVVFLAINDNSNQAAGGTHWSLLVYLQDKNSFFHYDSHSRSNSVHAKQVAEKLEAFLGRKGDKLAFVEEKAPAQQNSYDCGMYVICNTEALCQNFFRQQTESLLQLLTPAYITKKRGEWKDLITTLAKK
ATG4B inhibitor = ATG4B protease inhibitors, primary screen, biochemical, fluorescence, uHTS; Cysteine protease ATG4B (Homo sapiens), Q9Y4P1; ATG4B cleavage of LC3-PLA2, NBD-HPC fluorescence, 1 h; inhibition, % at 8.33 µM; 340,000 tested, 0.51% active; AID 504462, 2011; in the data active means inhibition above about 40%
SENP7 block = SENP7 protease inhibitors, primary screen, biochemical, luminescence, uHTS | Sentrin-specific protease 7 (Homo sapiens), Q9BQF6 | inhibition, % at 5 µM | recombinant SENP7, Z-RLRGG-aminoluciferin luminescence, 40 min | 330,000 tested, 1.5% active;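 active means inhibition above about 50% at the single test dose, limit read from the data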;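 further: plate controls were DMSO with enzyme for no effect and no enzyme buffer wells for full effect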
Target sequence (Q9BQF6 706-1050 limits assumed): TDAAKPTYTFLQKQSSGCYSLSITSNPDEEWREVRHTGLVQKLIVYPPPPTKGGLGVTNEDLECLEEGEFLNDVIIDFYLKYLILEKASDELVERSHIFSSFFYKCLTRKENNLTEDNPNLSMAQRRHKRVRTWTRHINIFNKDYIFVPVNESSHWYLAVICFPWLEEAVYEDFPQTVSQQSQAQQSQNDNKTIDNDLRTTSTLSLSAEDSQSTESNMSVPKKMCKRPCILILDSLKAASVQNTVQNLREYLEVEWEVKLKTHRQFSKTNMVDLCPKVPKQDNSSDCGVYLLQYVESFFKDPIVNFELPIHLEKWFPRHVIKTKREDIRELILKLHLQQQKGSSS
HKDC1 inh = HKDC1 hexokinase inhibitors, primary screen, biochemical, fluorescence, uHTS. inhibition, % at 20 µM. recombinant HKDC1, G6PDH/diaphorase resazurin coupled fluorescence. Q2TB90. AID 493160, 2011. 340,000 tested, 0.16% active;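 active means inhibition above about 35% when tested at 20 µM, limit read from the data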;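 further: plate controls were DMSO wells with enzyme for no effect and DMSO wells lacking enzyme for full effect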
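System: Recombinant HKDC1 hexokinase | Amount: HKDC1 at 5 µg/mL | Reagent: Glucose with 1 mM ATP | Doses: Single 20 µM dose | Incubation: Reaction time 90 min, room temperature, protected from light | Signal: Coupled resazurin fluorescence, excitation 525 nm, emission 613 nm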
PfG6PD inh = PfG6PD enzyme inhibitors, primary screen, biochemical, fluorescence intensity, uHTS. glucose-6-phosphate dehydrogenase-6-phosphogluconolactonase (Plasmodium falciparum 3D7). inhibition, % at 20 µM. PfGluPho enzyme, NADPH resazurin-diaphorase fluorescence. AID 504690, 2011. 350,000 tested, 0.78% active;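 active means inhibition reaching at least a set limit at 20 µM in the primary screen, cut at about 59% in these data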;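 further: 0% = DMSO wells with substrate and 100% = DMSO wells lacking glucose-6-phosphate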
SENP6 inh = SENP6 protease inhibitors, primary screen, biochemical, luminescence, uHTS; Sentrin-specific protease 6 (Homo sapiens), Q9GZR1; AID 2599, 2010; 330,000 tested, 1.8% active; inhibition, % at 10 µM; Recombinant SENP6 catalytic domain, aminoluciferin luminescence;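 active means inhibition above about 50% at the single tested dose, limit read from the data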;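 further: plate controls were DMSO wells with enzyme for no effect and DMSO wells lacking enzyme for full effect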
Target sequence (Q9GZR1 628-1112 limits assumed): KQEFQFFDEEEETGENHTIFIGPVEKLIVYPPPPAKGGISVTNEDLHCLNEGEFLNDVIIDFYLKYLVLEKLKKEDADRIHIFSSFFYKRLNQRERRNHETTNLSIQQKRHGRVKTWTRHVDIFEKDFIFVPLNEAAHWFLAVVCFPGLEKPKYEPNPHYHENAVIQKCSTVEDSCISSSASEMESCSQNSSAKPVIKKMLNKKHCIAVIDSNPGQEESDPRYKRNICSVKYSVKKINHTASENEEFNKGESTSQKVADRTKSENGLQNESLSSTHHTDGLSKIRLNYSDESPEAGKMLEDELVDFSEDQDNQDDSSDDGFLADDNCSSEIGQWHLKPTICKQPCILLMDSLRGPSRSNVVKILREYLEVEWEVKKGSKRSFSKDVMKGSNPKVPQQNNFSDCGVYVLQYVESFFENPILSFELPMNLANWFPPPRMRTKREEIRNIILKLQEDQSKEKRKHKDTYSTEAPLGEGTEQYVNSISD
The depositor's hits bear a star; i = inactive; x = not tested or not shown.

SMILES	MPTP block	GRIN3A LBD mod	SENP8 block	ATG4B inhibitor	SENP7 block	HKDC1 inh	PfG6PD inh	SENP6 inh
CCCN1CCN(c2ccc([N+](=O)[O-])cc2C#N)CC1	-3.8	-1	12	-6	-8	-4	-4	-19
CCOC(=O)c1ccccc1NC(=O)CSc1nnnn1C1CCCCC1	1.0	4	0	7	-6	-7	-6	7
Cc1ccc(N2C(=O)C3CCCN3C2=S)cc1C (centres undefined)	-0.4	4	14	23	4	-9	-18	2
CCN(CC)CCNC(=O)c1ccc(CS(=O)(=O)c2ccc(Br)cc2)o1	-0.5	1	7	5	-3	-8	13	-10
CCOC(=O)c1ccc(NC(=O)NCCc2cnc[nH]2)cc1	-1.2	-3	6	1	9	7	-1	-10
Cc1sc2nc(CC(=O)NN)[nH]c(=O)c2c1C	2.8	-2	12	3	3	-6	19	-23
COC(=O)Cc1ccc(NC(=S)NC(C)(C)C)cc1	-0.6	-2	3	4	10	5	-8	-8
Cc1ccc(-n2cccc2C(=S)N=P(N(C)C)(N(C)C)N(C)C)cc1	1.4	1	12	-6	8	-3	20	-20
Cc1ccc(-n2c(SCC(=O)NCCC3=CCCCC3)nc3n[nH]c(C)c3c2=N)cc1Cl	0.2	-3	-28	-11	16	-4	-2	-13
O=C(Nc1ccccc1)C1=C[C@H](c2ccc(C(F)(F)F)cc2)C[C@H](OCCCCO)O1	1.8	-9	1	7	14	6	1	-10
O=C(Nc1ccccc1C(=O)N1CCCC1)c1cccc(S(=O)(=O)N2CCCCC2)c1	-1.0	0	14	-2	0	-3	-3	-5
CCN(c1ccccc1)S(=O)(=O)c1ccc(Cl)c(NC(=O)COC(=O)c2ccc[n+]([O-])c2)c1	-0.4	-2	10	4	-2	-4	-4	7
COc1ccc(-c2nnc(SCC(=O)NC3CCCC3)n2C)cc1	-0.9	-2	6	5	-5	-5	11	-13
COc1ccc(CCN(C)C(=O)c2ccc(OCC(=O)N3CCOCC3)c(OC)c2)cc1OC	-0.9	-2	0	6	-1	-3	6	-4
COc1cccc(/C=C2/SC(=S)N(CCC(=O)N3CCOCC3)C2=O)c1	0.4	0	26	-2	3	0	-3	-7
CCOc1ccc(C(=O)Nc2cccc(-c3cc4ccccc4oc3=O)c2)cc1[N+](=O)[O-]	1.6	1	-450	4	11	-2	2	10
COCCNC(=O)C(c1ccc(C)o1)N(Cc1ccco1)C(=O)c1snc(C(N)=O)c1N (centres undefined)	-3.8	2	i	-10	-2	-2	-9	-22
Cc1nnc(Sc2nc3c(c(=O)n(C)c(=O)n3C)n2Cc2ccccc2Cl)s1	-0.3	0	24	-3	-2	-2	20	13
O=C(CSCc1cccc(Br)c1)N/N=C/c1ccc2c(c1)OCO2	4.8	-14	3	-5	10	7	-23	-1
COc1ccc(OC)c(S(=O)(=O)N2CCC(C(=O)N3CCc4ccccc4C3)CC2)c1	-1.6	0	44*	7	-12	-2	7	-20
C(=NN=C1c2ccccc2-c2ccccc21)c1c[nH]c2ccccc12	3.7	17*	38	-9	x	4	17	x
COc1ccc(CCNC(=O)COc2ccc(C)nc2[N+](=O)[O-])cc1	-2.1	-1	-5	-3	2	-9	-3	10
O=C(CCc1ccccc1)NNC(=O)c1ccccc1Cl	0.9	2	8	-1	0	-5	-15	3
CC1=CC(C)(C)N2C(=O)C(=Nc3ccc(O)cc3)c3cccc1c32	12	-3	39	15	36	20	94*	35
Cc1ccc(S(=O)(=O)N2CC=C(C(=O)NCc3ccc(F)cc3)CC2)cc1	-1.0	x	3	x	2	x	x	6
CC[C@H](C)[C@@H](CN[C@H](C)CNC)NCCC(c1ccccc1)c1ccccc1	101*	-3	24	-5	-1	-7	-2	-18
COc1ccc(-c2noc(CCC(=O)Nc3cc(Cl)c(OC)cc3OC)n2)cc1	-2.7	-12	11	-3	-1	3	31	-9
Cc1oncc1C(=O)Nc1cccc(C#N)c1	1.0	-2	8	-2	3	1	-3	0
COc1ccc(OC)c(C2c3[nH]c4ccccc4c3C[C@H]3C(=O)N(CCCOC(C)C)CC(=O)N23)c1 (some centres undefined)	0.8	-2	9	-10	2	-2	14	4
Nc1c(C(=O)Nc2ccc(F)cc2)sc(=S)n1-c1ccccc1F	-0.2	3	23	4	2	-10	99*	3

A second format for two compounds above.
> Cc1oncc1C(=O)Nc1cccc(C#N)c1
  MPTP block: 1.0 | GRIN3A LBD mod: -2 | SENP8 block: 8 | ATG4B inhibitor: -2 | SENP7 block: 3 | HKDC1 inh: 1 | PfG6PD inh: -3 | SENP6 inh: 0
> COc1ccc(OC)c(C2c3[nH]c4ccccc4c3C[C@H]3C(=O)N(CCCOC(C)C)CC(=O)N23)c1 (some centres undefined)
  MPTP block: 0.8 | GRIN3A LBD mod: -2 | SENP8 block: 9 | ATG4B inhibitor: -10 | SENP7 block: 2 | HKDC1 inh: -2 | PfG6PD inh: 14 | SENP6 inh: 4

Further compounds
SMILES	MPTP block	GRIN3A LBD mod	SENP8 block	ATG4B inhibitor	SENP7 block	HKDC1 inh	PfG6PD inh	SENP6 inh
CCC1c2ccc(C)n2CCN1C(=O)Nc1cc(Cl)ccc1OC (centres undefined)	-0.9	-2	-114	-1	2	1	14	-11
COC(=O)C(Cc1c[nH]c2ccccc12)NC(=O)C(=O)c1c[nH]c2ccccc12 (centres undefined)	-0.9	2	30	-9	0	-3	25	9
Cc1ccc(C(=O)Nc2ccccc2C(=O)NCc2ccccc2)cc1	4.0	1	-3	-2	2	-7	25	0
CCCSc1nc(=O)n2cccc(C)c2n1	-1.0	-1	-99	-2	0	-10	7	-2
Cn1ncc(-c2ccno2)c1C(=O)O	-1.2	-3	4	-2	-7	2	-14	5
Cc1c(-c2nc(-c3ccc(C(F)(F)F)cc3)no2)n(C)oc1=O	3.4	3	-298	-5	4	-1	3	18
O=S(=O)(NC1c2cccc3cccc(c23)C1N1CCNCC1)c1ccccc1 (centres undefined)	0.1	0	8	-3	0	-56	-42	0
Cc1cccc(-c2nc(CN3CCCC(C(=O)NC4CCCC4)C3)c(C)o2)c1 (centres undefined)	-2.8	0	17	-8	-4	-4	-25	-6
Cc1cccc(NC(=O)Nc2ccc([N+](=O)[O-])cc2)n1	69*	-1	33	-6	-1	-4	-2	-21
O=C(O)CCNS(=O)(=O)c1ccccc1C(F)(F)F	-0.7	-3	14	-6	2	-2	-6	18
CCCCCCS(=O)[C@H]1CS(=O)(=O)C[C@@H]1S(=O)CCCCCC (some centres undefined)	1.3	-13	6	-4	1	-6	8	-11
COc1ccc(Cc2nc3ccccc3n2CC(=O)N/N=C/c2ccc(O)cc2)cc1OC	0.4	0	4	-12	-7	-3	12	-8
COc1ccc(C2COC(=O)C2=N)c(NC(=O)c2ccccc2)c1 (centres undefined)	4.6	-1	-56	-6	8	-11	-3	-14
Cc1noc(C)c1COC(=O)CN(C)S(=O)(=O)c1ccc(Cl)cc1	-1.0	2	10	-2	3	1	-3	-2
O=C(c1ccco1)N1CCc2[nH]nc(-c3ccccc3)c2C1	-0.3	-1	14	7	8	-5	-4	7
CC(C)(C)c1nnc(NC(=O)NS(=O)(=O)c2ccccc2)s1	-0.1	-1	8	8	-9	-4	-2	-26
O=C(OCC(=O)N1CCc2ccccc21)C1CCCN1S(=O)(=O)c1ccc(Cl)cc1 (centres undefined)	-0.5	-3	16	-13	-4	-5	-6	-12
Cc1cc(C)n2nc(C(=O)OCC(=O)Nc3ccc4c(c3)OCO4)nc2n1	1.9	1	13	-1	4	-8	-2	-1
O=C(CCS(=O)(=O)c1ccc(Br)cc1)Nc1ccc2c(c1)OCO2	-0.9	2	4	5	3	2	32	1
C=CCN(C(=O)Nc1ccc(F)cc1)C1CC(=O)N(c2ccc(OC)cc2)C1=O (centres undefined)	-3.0	-2	13	-2	4	10	-17	-19
COc1cccc(COC(=O)C2CCN(C(=O)c3ccc(F)cc3)CC2)c1OC	0.9	2	7	-8	4	-1	-11	3
CS(=O)(=O)c1ncc(Cl)c(C(=O)Nc2ccc(N3CCOCC3)cc2)n1	-1.0	0	29	-11	1	-7	16	3
Cc1nc(=O)c(-c2ccccc2)c(C)n1Cc1ccccc1	-0.5	0	7	10	-11	14	2	-4
COc1cccc(-c2nc(=S)c3c(o2)CCCC3)c1	0.2	-1	10	-5	0	0	-2	65*
CCOC(=O)c1c(C)n(CC(O)CN(C)C)c2cc(Br)c(OC)cc12 (centres undefined)	0.0	4	13	-2	-1	-6	-7	5
COc1ccc(C(C(=O)NC(C)(C)C)N(C(=O)CCC(=O)Nc2cc(C)on2)c2ccc(C)c(C)c2)cc1 (centres undefined)	0.4	1	9	-6	1	-2	9	7
Cc1ccc(Oc2nc(-c3cccnc3)nc3ccccc23)c([N+](=O)[O-])n1	0.1	-1	13	0	6	6	-5	3
O=C(Nc1ccc2c(c1)OCO2)C1CC(c2cccc(Br)c2)=NO1 (centres undefined)	0.6	-3	17	2	-1	-5	8	7
COc1cccc(-n2nnnc2SCC(=O)NC2CCCCC2)c1	-3.2	-2	9	-12	6	-5	3	8
CCOC(=O)C1CCN(Cc2ccc(N(C)C)cc2)CC1	1.9	-3	16	-5	-1	-8	8	-4
COc1ccccc1NS(=O)(=O)c1cc(C(=O)N2CCN(C/C=C/c3ccccc3)CC2)ccc1C	-0.2	-1	5	-6	-8	-4	-3	5
COc1ccc(C(=O)NC(=S)N2CCCc3ccccc32)cc1OC	1.2	1	-229	2	5	-2	23	2
CCCC(C)C(=O)Nc1cccc(NC(C)=O)c1 (centres undefined)	-1.2	0	7	-2	-6	10	-14	3
CCOc1ccc(C2c3[nH]c4ccccc4c3CCN2Cc2cn(CC)nc2C)cc1 (centres undefined)	0.3	0	-53	-2	9	-7	-7	8
COc1ccc(N(CC(=O)N2CCCCCC2)S(=O)(=O)c2ccc(OC)c(OC)c2)cc1	1.2	-2	13	1	2	-6	-1	2
N#CCCN1CCn2c1nc1ccccc12	-0.2	0	13	-6	-5	-3	-6	-11
Cc1nc(NC(=O)CCl)sc1C(=O)N(C)C	-4.0	1	-2	-9	1	-8	-3	-16
Cc1ccc(S(=O)(=O)N2CCC(C(=O)NCCCN3CCCCCC3)CC2)cc1	1.1	-1	18	0	6	-12	36	-16
Cc1ccc(CN2CCS(=O)(=O)CC2)o1	-1.7	0	4	6	-6	2	-20	-12
CC(=O)Nc1ccc(NC(=O)CNC(=O)COc2ccccc2)cc1	-0.4	-2	17	3	-1	-10	-1	-18
CCn1c(/C=C/N(C)c2ccccc2)[n+](CC)c2ccc(Cl)cc21	7.6	2	8	-6	1	-7	-6	-23
COC(=O)c1c(N)n(CCCN2CCOCC2)c2nc3ccccc3nc12	0.1	0	-322	-14	7	6	-1	7
CC(C)(C)NC(=O)CN(C(=O)CNC(=O)c1cccs1)c1ccccc1F	0.6	1	14	-10	0	-5	10	-9
COc1ccccc1NC(=O)N(CCN1CCOCC1)Cc1cc2cc(C)cc(C)c2[nH]c1=O	0.3	0	-54	-11	4	-1	0	0
O=C(O)CCS(=O)(=O)c1ccccc1Cl	0.5	-1	21	-2	-5	2	-14	-5
Cc1nnc(-c2ccccc2)c[n+]1[O-]	-0.6	-1	29	0	-7	-1	-19	-7

Among those listed so far, these contain a cyano group.
SMILES	MPTP block	GRIN3A LBD mod	SENP8 block	ATG4B inhibitor	SENP7 block	HKDC1 inh	PfG6PD inh	SENP6 inh
CCCN1CCN(c2ccc([N+](=O)[O-])cc2C#N)CC1	-3.8	-1	12	-6	-8	-4	-4	-19
Cc1oncc1C(=O)Nc1cccc(C#N)c1	1.0	-2	8	-2	3	1	-3	0
N#CCCN1CCn2c1nc1ccccc12	-0.2	0	13	-6	-5	-3	-6	-11

Screening results deposited in PubChem by Sanford-Burnham Center for Chemical Genomics.
